M1 antagonist: antagonists of rat M1 muscarinic receptor | Muscarinic acetylcholine receptor M1 (Rattus norvegicus), P08482 | CHO-M1 cells, Fluo-4 calcium, ACh EC80 antagonist mode; stronger effect = lower value | B-score at 10 µM | 64,000 tested, 3.4% active | AID 628, 2007;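 active means calcium fluorescence response, raw or row-and-column corrected B-score, differing from the plate sample mean either way at a set confidence level, mostly lower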
Target sequence (P08482 whole entry, looked up): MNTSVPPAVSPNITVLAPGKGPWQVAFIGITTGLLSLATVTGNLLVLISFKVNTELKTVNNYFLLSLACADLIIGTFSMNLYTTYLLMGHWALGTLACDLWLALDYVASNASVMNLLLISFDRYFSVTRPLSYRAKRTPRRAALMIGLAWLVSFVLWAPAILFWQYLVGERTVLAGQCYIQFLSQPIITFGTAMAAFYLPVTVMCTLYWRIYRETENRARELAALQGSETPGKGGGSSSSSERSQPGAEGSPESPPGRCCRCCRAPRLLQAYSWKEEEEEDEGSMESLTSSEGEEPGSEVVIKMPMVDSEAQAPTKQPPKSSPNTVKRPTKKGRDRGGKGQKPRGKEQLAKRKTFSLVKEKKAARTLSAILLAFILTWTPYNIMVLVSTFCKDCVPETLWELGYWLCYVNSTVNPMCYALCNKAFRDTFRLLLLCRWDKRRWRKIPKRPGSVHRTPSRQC
5HT1E ag: 5-HT1E receptor agonists, primary screen, cell-based, HTS; activation, % at 6 µM; 5-hydroxytryptamine receptor 1E (Homo sapiens), P28566; CHO 5-HT1E Ga15 NFAT-bla reporter, FRET; 0% DMSO wells, 100% control agonist wells; 65,000 tested, 0.69% active; AID 574, 2007;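 active means activation above a set limit, the screen-wide mean activation plus 3 SD, cut at about 8.5% in these data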;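 further: 100% = positive control agonist at 1 µM giving full maximal response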
S1P3 ag: human S1P3 receptor agonists, primary screen, cell-based, primary and confirmation, NFAT-BLA reporter; Sphingosine 1-phosphate receptor 3 (Homo sapiens), Q99500; S1P3 NFAT-BLA reporter cells, agonism, FRET ratio; relative to 1 µM S1P, basal subtracted; activation, % at 4.5 µM; 60,000 tested, 0.1% active;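 active means activation above the screen-wide mean plus 3 SD, cut at about 4.5% in these data, passing the limit was not always enough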; further: some compounds called inactive have numbers as strong as hits
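Material: Human S1P3 NFAT-BLA reporter CHO cells | Incubation: Overnight plating, 4 h compound 37 °C, 2 h substrate RT | Signal: FRET β-lactamase substrate fluorescence, excitation 405 nm, 460/535 nm emission ratio, background-subtracted | Compound: 4.5 µM final, single dose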
5HT1a antag: human 5-HT1a receptor antagonists, primary screen, cell-based, CHO, Ga15 NFAT-bla reporter. 62,000 tested, 0.68% active. CHO 5-HT1a Ga15 NFAT-bla reporter, antagonist mode. 5-hydroxytryptamine receptor 1A (Homo sapiens), P08908. AID 612, 2007. inhibition, % at 10 µM;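 active means inhibition above the mean of all tested compounds plus 3 SD, cut at about 43% in these data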;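 further: receptor stimulated by 5-CT agonist at 100 nM near EC80; beta-lactamase reporter measured by ratiometric fluorescence of a cleavable substrate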
Jurkat viability: cytotoxicity toward Jurkat T cells, primary screen, cytotoxicity control, cell-based, Jurkat E6.1, 60K MLSMR library; Jurkat E6.1 viability, ATP luminescence, 48 h; inhibition, % at 4 µM; 56,000 tested, 1.2% active; AID 463, 2006;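 active means inhibition above the mean inhibition of all tested compounds plus 3 SD, cut at about 28% in these data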
HTR1E antagonist: 5-HT1E receptor antagonists, primary screen, cell-based, HTS; 5-hydroxytryptamine receptor 1E (Homo sapiens), P28566; 65,000 tested, 0.99% active; CHO 5-HT1E Ga15 NFAT-bla reporter, FRET, antagonist; AID 571, 2007; inhibition, % at 6 µM;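 active means inhibition above a set limit, the mean inhibition across every tested compound plus 3 SD, cut at about 29% in these data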;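 further: signal is the 460 over 535 nm emission ratio of beta-lactamase substrate; 0% = agonist plus DMSO wells and 100% = wells without agonist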
M1 agonist: M1 muscarinic receptor agonists, primary screen, CHO-M1 cells, Fluo-4 calcium, agonist mode; Muscarinic acetylcholine receptor M1; Fluo-4 calcium fluorescence; stronger effect = higher value; B-score at 10 µM; 64,000 tested, 3% active; AID 626, 2007;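 active means fluorescence rise, raw or as B-score row- and column-corrected plate score, outside the 99.7% band of its plate's samples, either direction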
5HT1a ag: human 5-HT1a receptor agonists, primary screen, cell-based, CHO, Ga15 NFAT-bla reporter. CHO 5-HT1a Ga15 NFAT-bla reporter, FRET ratio; 0% basal, 100% maximal reference agonist. activation, % at 10 µM. AID 567, 2006. 65,000 tested, 0.56% active;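 active means activation above the screen-wide mean activation plus 3 SD, cut at about 19% in these data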;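 further: 0% = DMSO wells and 100% = 5-CT at EC100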
S1P1 ag pot: S1P1 agonists and agonism potentiators, primary screen, cell-based, primary and confirmation screens, CRE-bla reporter; Sphingosine 1-phosphate receptor 1 (Homo sapiens), P21453; S1P1 CRE-bla cells, forskolin, beta-lactamase FRET, potentiator mode; S1P1 agonist co-added at EC20, 2 nM; 100% = saturating reference agonist, 0% = basal; activation, % at 9.5 µM; 56,000 tested, 0.57% active; AID 449, 2006;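 active means activation above a cutoff set at the mean activation of all tested compounds plus 3 SD, cut at about 54% in these data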;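 further: forskolin at 4 µM as EC80 and the EC20 agonist is SEW2871; 100% = SEW2871 at its EC100 plus forskolin at EC80; some compounds past the cut are filed as inactive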
Target sequence (P21453 whole entry, looked up): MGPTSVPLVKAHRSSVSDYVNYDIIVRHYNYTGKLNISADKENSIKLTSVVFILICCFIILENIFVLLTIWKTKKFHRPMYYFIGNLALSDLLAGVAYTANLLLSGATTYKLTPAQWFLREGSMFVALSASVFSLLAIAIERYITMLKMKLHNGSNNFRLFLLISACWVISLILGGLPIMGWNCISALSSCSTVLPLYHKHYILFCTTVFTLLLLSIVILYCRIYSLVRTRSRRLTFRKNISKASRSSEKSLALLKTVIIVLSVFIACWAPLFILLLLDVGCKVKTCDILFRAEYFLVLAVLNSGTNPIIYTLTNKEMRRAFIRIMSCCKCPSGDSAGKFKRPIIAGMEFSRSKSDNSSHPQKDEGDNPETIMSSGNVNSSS
* = called active by the depositor; · = not tested or not shown.

The line under a structure holds: M1 antagonist	5HT1E ag	S1P3 ag	5HT1a antag	Jurkat viability	HTR1E antagonist	M1 agonist	5HT1a ag	S1P1 ag pot
> N#Cc1ccccc1Cn1c(=O)n(CCC(=O)NCc2ccco2)c(=O)c2ccccc21
→ -1.07	-0.1	-0.3	-1.6	4.0	-6.3	-0.0256	-1.6	3.7
> CC1=C(C(=O)OC2CCCCC2)C(c2ccco2)C2=C(CC(C)(C)CC2=O)N1 (configuration not stated)
→ 0.00609	0.2	-1.2	22.9	9.8	44.1*	1.14	-0.2	·
> COc1ccc(-c2nn(-c3ccccc3)cc2C(=O)NCCCn2ccnc2)cc1
→ -0.0058	-0.2	-0.8	2.4	3.3	0.9	-0.884	-3.8	3.5
> c1ccc(Cn2nnc3cnccc32)cc1
→ 0.362	0.3	-0.4	13.8	0.5	2.8	1.11	1.2	3.2
> C=C(C)c1cccc(C(C)(C)NC(=O)Nn2cnnc2)c1
→ 1.29	-0.1	0.8	-6.3	2.9	9.0	0.577	1.1	15.8
> COc1cc(C2C(C#N)=C(N)Oc3cc(C)n(CCc4ccccc4)c(=O)c32)cc2c1OCO2 (configuration not stated)
→ 0.684	0.4	-0.8	·	·	-7.2	-0.104	-0.1	-5.3
> Cc1cc(C)c2nc(N3CCCN(C(=O)c4ccco4)CC3)c(C#N)cc2c1
→ -0.0475	1.1	0.3	0.5	-0.9	10.2	-0.337	0.8	-6.3
> CCOCCCNC(=O)CCS(=O)(=O)Cc1ccc(C)cc1
→ 0.259	-0.7	0.0	5.5	-4.0	-5.5	0.707	-4.4	1.7
> O=C(Oc1ccc2c(c1)OCO2)c1ccc(F)cc1Cl
→ -0.567	0.4	0.0	12.6	-3.7	1.2	0.216	-2.6	33.0
> CSc1nc(N)c(C#N)c(-c2ccc(Cl)cc2)c1C#N
→ -0.367	0.8	-0.9	3.0	4.5	10.4	0.292	1.8	31.2
> CCC(Oc1ccccc1)C(=O)Nc1nc2ccccc2[nH]1 (configuration not stated)
→ 0.061	-0.1	-0.7	-15.7	2.3	-4.4	0.0431	-0.6	-4.0
> COCCNC(=O)C(c1ccccc1C)N(CCOC)C(=O)Cn1nnc2ccccc21 (configuration not stated)
→ -1.24	-0.1	-0.5	13.0	2.0	6.7	0.246	-1.3	3.3
> CCOCCCNc1nc2c([nH]1)c(=O)n(C)c(=O)n2C
→ 0.0547	0.3	0.2	-4.5	-4.0	7.9	-1.12	-0.5	21.1
> CC(Sc1nncn1C)C(=O)Nc1ccccc1-c1ccccc1 (configuration not stated)
→ -0.237	0.0	-0.2	5.9	3.4	-4.7	-0.697	-8.3	-11.8
> CCOC(=O)c1sc(/N=C/N(C)C)c(C(=O)OCC)c1C
→ 0.315	-0.1	-0.6	6.2	-1.4	-3.6	-0.134	-1.9	-44.5
> CCOC(=O)N1CCC(N2Cc3cccc(C(=O)N4CC(C)CC(C)C4)c3C2=O)CC1 (configuration not stated)
→ ·	0.5	0.3	2.8	0.0	-3.3	·	-0.3	15.4
> CC1Cn2c(nnc2-c2cccc(Cl)c2)S1 (configuration not stated)
→ 0.226	0.5	-0.1	0.4	-6.8	-6.1	-0.745	-5.6	-9.3
> CCN(CC(=O)NC1CCCCCC1)S(=O)(=O)c1ccccc1
→ -0.965	-0.6	-1.3	5.1	3.1	-5.4	0.794	-1.2	-15.7
> C=CCC1(O)C(=O)Nc2ccccc21 (configuration not stated)
→ 0.492	-1.1	-0.8	3.7	-0.1	8.4	-0.242	-0.7	6.7
> C/C=C/Cn1c(Br)nc2c1c(=O)n(C)c(=O)n2C
→ -1.03	-0.4	-0.7	3.4	-1.1	-2.8	-1.12	-0.2	-8.6
> CC(CCc1ccccc1)NC(=O)C1CCCN(C(=O)c2cc3sccc3n2C)C1 (configuration not stated)
→ 0.0797	-0.5	-0.8	0.5	0.5	-5.0	0.188	0.2	5.3
> Cc1ccccc1OCCN1C(=O)NC2(CCc3ccccc32)C1=O (configuration not stated)
→ 0.165	0.8	-0.4	10.5	7.8	1.1	0.657	-2.1	-39.3
> COc1ccc(C2C3=C(CC(C)(C)CC3=O)Oc3ncn4nc(-c5cccnc5)nc4c32)cc1 (configuration not stated)
→ 0.851	0.9	-1.2	-7.0	-1.8	-6.6	-0.0133	-6.0	-23.8
> CCOC(=O)N1CCC(NC(=O)c2ccc3c(c2)sc2nc(-c4ccccc4)cn23)CC1
→ ·	1.6	-1.3	-24.5	25.6	-0.7	·	-2.3	-0.7
> O=C(CC1SC(=NC2CCCCC2)NC1=O)Nc1ccccc1 (configuration not stated)
→ 0.712	-0.6	-0.5	0.2	-4.9	-2.4	-0.541	0.4	-5.2
> O=C(c1ccco1)N1CCN(C2=NS(=O)(=O)c3ccccc32)CC1
→ -1.28	0.0	-0.1	3.4	-3.3	-1.0	-0.773	0.2	·
> CCc1oc(C(=O)O)cc1CN(CC)CC
→ -0.367	0.1	·	-5.9	·	3.1	-0.331	0.9	·
> CC1CCCC(N2C(=O)NC(NC(=O)c3ccco3)(C(F)(F)F)C2=O)C1C (configuration not stated)
→ 0.363	-0.7	-0.9	-27.2	6.1	-10.1	2.68	-0.2	3.4
> Cc1ccc(-c2nn3c(C)nnc3s2)cc1NC(=O)c1ccc(-c2cccc(Cl)c2)o1
→ -0.338	2.0	-1.5	-7.4	4.3	-14.9	0.0477	2.0	-49.3
> O=C(NCc1ccco1)C1CC(=O)N(c2ccc(F)cc2)C1 (configuration not stated)
→ 0.432	-0.1	-0.5	-2.7	-8.1	2.9	0.0671	0.0	·
> CCCNS(=O)(=O)c1ccc(OCC(=O)NCc2ccco2)cc1
→ 0.0558	-0.3	-0.4	-2.0	-6.8	2.0	0.417	-0.9	18.8
> COc1ccc(-c2nn(C)c(=O)c3ccccc23)cc1CNS(C)(=O)=O
→ -0.229	-0.5	0.8	-3.2	-2.8	7.9	0.171	-3.6	-45.1
> Cc1csc(NC(=O)C2CCN(C(=O)CSc3nnc(C)n3Cc3ccccc3)CC2)n1
→ 0.00779	-0.9	-2.7	-14.9	7.3	1.1	-1.1	0.1	1.6
> CC(NS(C)(=O)=O)C(c1cccs1)N1CCN(Cc2ccccc2)CC1 (configuration not stated)
→ 0.00312	-0.1	-0.2	-4.5	-3.6	4.5	0.737	-1.3	9.1
> CC(=O)Oc1ccccc1C1OCCN1C(C)=O (configuration not stated)
→ -0.172	0.3	0.4	·	·	-7.0	0.036	-1.2	2.9
> COc1ccc(-c2cc(=O)oc3c(C)c(OCc4nn[nH]n4)ccc23)cc1
→ -0.000361	1.4	0.0	-8.7	-0.9	-5.4	0.327	-3.1	5.1
> CN1C(=O)Cc2cc(S(=O)(=O)N3CCOCC3)ccc21
→ -0.64	1.2	0.2	4.1	-1.6	-1.8	0.313	-1.0	-4.3
> CCOCCCNC(=O)CCNS(=O)(=O)c1ccc(C)cc1
→ 0.16	-1.0	·	0.2	·	-5.3	-0.684	0.3	·
> COc1ccc(Nc2cc(C)nc(N3CCOCC3)n2)cc1
→ -0.499	-1.1	-0.6	20.5	1.5	13.0	-0.29	-2.6	3.6
> COc1ccc(C2c3c(-c4cc(Cl)c(C)cc4O)n[nH]c3C(=O)N2Cc2cccnc2)cc1OC (configuration not stated)
→ -0.23	1.0	-0.8	19.3	-1.2	16.8	-1.67	2.4	-39.0
> Fc1ccc(-c2nnn(Cc3nc4ccccc4s3)n2)cc1
→ -0.415	-2.0	-0.5	14.7	0.1	2.6	0.814	0.4	4.4
> COC(=O)c1ccc(CNC(=O)CNc2cc(C(F)(F)F)ccc2N2CCOCC2)cc1
→ -0.0215	0.5	-0.6	-16.5	-6.9	-9.1	0.0333	5.3	19.9
> O=C(Nc1ccc2c(c1)OCCO2)C1CCCN(S(=O)(=O)c2cnc[nH]2)C1 (configuration not stated)
→ 0.304	0.6	-0.8	-9.7	-1.2	5.8	-0.141	-3.7	-21.4
> CCOc1ccc(C(=O)N2CCCC2C(=O)O)cc1 (configuration not stated)
→ 0.463	-1.8	-1.4	5.2	-8.9	4.1	0.543	0.1	4.3
> Cc1nn(C(=O)c2ccccc2)c2c1C(=O)CC(C)(C)C2
→ -0.0347	-0.9	-1.0	-5.2	3.4	-3.4	9.72*	-0.5	0.9
> Cc1nn(C)c(C)c1S(=O)(=O)N1CCCC(C(=O)N2CCN(c3ccc(Cl)cc3)CC2)C1 (configuration not stated)
→ -0.414	-0.6	-1.2	2.0	1.9	8.6	0.407	-2.9	11.9
> Cc1cc(C)c(S(=O)(=O)N(C)CC(N)=O)c(C)c1
→ -0.0143	-0.6	-0.3	-0.2	-1.5	0.6	0.732	1.0	·
> CCn1cc(C(=O)NC2CCC(C)CC2)c(=O)c2cc(S(=O)(=O)N3CCCCC3)ccc21 (configuration not stated)
→ -0.214	0.4	-0.5	-9.1	-0.1	6.5	0.811	2.4	10.3
> CC(C(=O)NCC1(c2ccccc2)CCCC1)N1CCCC1 (configuration not stated)
→ -1.7	1.1	·	1.1	·	-10.4	-0.143	0.5	·
> COc1cc(C(=O)NCCC(=O)NC2CCCCCCC2)cc(OC)c1OC
→ 0.126	-0.5	0.1	13.3	2.2	4.3	0.334	-2.2	15.3
> COc1ccccc1N(CC(=O)N1CCCCC1)S(=O)(=O)c1ccccc1
→ -0.874	0.0	-0.1	-4.8	-6.1	-19.8	1.24	-2.6	-22.9
> COCCOC(=O)c1[nH]c2c(c1C)C(=O)C(C(=O)OC)C(C)C2 (configuration not stated)
→ 1	0.1	3.9	7.3	-7.6	2.8	-0.763	-0.8	19.4
> O=C(NCc1ccc2c(c1)OCO2)C1CCN(S(=O)(=O)c2ccc(Br)s2)CC1
→ -0.621	-1.6	·	-4.8	·	4.9	-0.364	1.2	·

Laid out differently: results already given.
> COC(=O)c1ccc(CNC(=O)CNc2cc(C(F)(F)F)ccc2N2CCOCC2)cc1
- M1 antagonist: -0.0215
- 5HT1E ag: 0.5
- S1P3 ag: -0.6
- 5HT1a antag: -16.5
- Jurkat viability: -6.9
- HTR1E antagonist: -9.1
- M1 agonist: 0.0333
- 5HT1a ag: 5.3
- S1P1 ag pot: 19.9
> O=C(Nc1ccc2c(c1)OCCO2)C1CCCN(S(=O)(=O)c2cnc[nH]2)C1 (configuration not stated)
- M1 antagonist: 0.304
- 5HT1E ag: 0.6
- S1P3 ag: -0.8
- 5HT1a antag: -9.7
- Jurkat viability: -1.2
- HTR1E antagonist: 5.8
- M1 agonist: -0.141
- 5HT1a ag: -3.7
- S1P1 ag pot: -21.4
> CCOc1ccc(C(=O)N2CCCC2C(=O)O)cc1 (configuration not stated)
- M1 antagonist: 0.463
- 5HT1E ag: -1.8
- S1P3 ag: -1.4
- 5HT1a antag: 5.2
- Jurkat viability: -8.9
- HTR1E antagonist: 4.1
- M1 agonist: 0.543
- 5HT1a ag: 0.1
- S1P1 ag pot: 4.3

Screens from PubChem BioAssay.
